# Screening results (PubChem BioAssay)
# FLuc stim CS: firefly luciferase counter-screen for stimulation assays; P08659; ATPlite luciferase biochemical, luminescence, 10 min; 0 = ATP-free wells, 1 = DMSO control; activation factor at 10 µM; 200,000 tested, under 10 active; AID 1027;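 active = luciferase activation factor, scaled between plate controls, of at least 2 with compound at 10 µM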
# Target sequence (P08659 whole entry, looked up): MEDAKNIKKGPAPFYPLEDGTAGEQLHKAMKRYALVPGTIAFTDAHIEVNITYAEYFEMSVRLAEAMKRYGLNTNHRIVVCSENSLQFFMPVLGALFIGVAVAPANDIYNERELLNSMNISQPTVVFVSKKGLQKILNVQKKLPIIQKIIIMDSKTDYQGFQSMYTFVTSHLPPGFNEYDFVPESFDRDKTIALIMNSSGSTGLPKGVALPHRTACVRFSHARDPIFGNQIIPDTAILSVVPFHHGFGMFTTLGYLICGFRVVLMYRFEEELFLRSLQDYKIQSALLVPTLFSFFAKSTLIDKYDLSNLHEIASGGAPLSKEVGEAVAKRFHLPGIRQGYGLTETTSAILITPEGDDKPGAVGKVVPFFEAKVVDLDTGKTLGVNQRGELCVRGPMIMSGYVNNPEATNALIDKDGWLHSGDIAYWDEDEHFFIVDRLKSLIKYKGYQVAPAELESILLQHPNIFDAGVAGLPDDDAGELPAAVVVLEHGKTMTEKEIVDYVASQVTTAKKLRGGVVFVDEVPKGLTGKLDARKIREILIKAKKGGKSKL
#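 Assay system: Luciferase/luciferin detection reagent, cell-free biochemical luciferase assay / Read-out: luciferase activation / Benchmarks: No-ATP low control, compound-free enzyme-plus-ATP high control / Medium: PBS buffer for ATP / Detection: luminescence measurement of luciferase light output / Schedule: 10 min at ambient temperature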
# STAT3 blocker: reduces IL-6 driven STAT3 reporter signal | inhibition, % at 5.5 µM | 190,000 tested, 0.89% active | U3A cells, IL-6 STAT3-luciferase reporter, luminescence; host cell line lacks STAT1;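 active = inhibition above the mean inhibition across all screened compounds plus 3 SD, cut at about 44% in these data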;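 note: 0% = DMSO only wells and 100% = 100 µM nifuroxazide control wells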
# APP 5'UTR act: activates APP 5'UTR luciferase reporter; SH-SY5Y APP 5'UTR luciferase reporter, luminescence; zero percent = DMSO vehicle wells; activation, % at 2 µM; 190,000 tested, 1% active; AID 1276;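 active = activation above a set limit, based on mean plus 3 SD of controls, cut at about 140% in these data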; note: values of inactives mirror those of a sister screen read the other way
# NF-kB neuron act: compounds increasing NF-kB expression in human neuronal cells; fold change at 12.5 µM; NF-kB reporter expression; stronger effect = higher value; AID 1239; 190,000 tested, 1.6% active; in the data active = fold change above about 3.3
# STAT1 blocker: STAT1 signaling inhibition | NIH 3T3 STAT1-luciferase reporter, IFN-gamma, luminescence | inhibition, % at 5.5 µM | 200,000 tested, 0.35% active | AID 920;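 active = inhibition above a set limit, the mean inhibition across all tested compounds plus 3 SD, cut at about 34% in these data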;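 note: 0% = IFN-gamma with DMSO and 100% = IFN-gamma with 300 µM nifuroxazide; values of inactives mirror those of a sister screen read the other way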
# ROMK primary: modulators of human ROMK potassium channel. B-score at 10 µM. Tet-inducible ROMK, thallium flux fluorescence; actives lie on both sides. 130,000 tested, 2% active;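 active = signal ratio slope over the read window, or its plate-corrected B-score, at least 3 SD from the plate mean, either direction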;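 note: B-score of the F/F0 ratio slope over 7 to 12 s after thallium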
# Target sequence (P48048 whole entry, looked up): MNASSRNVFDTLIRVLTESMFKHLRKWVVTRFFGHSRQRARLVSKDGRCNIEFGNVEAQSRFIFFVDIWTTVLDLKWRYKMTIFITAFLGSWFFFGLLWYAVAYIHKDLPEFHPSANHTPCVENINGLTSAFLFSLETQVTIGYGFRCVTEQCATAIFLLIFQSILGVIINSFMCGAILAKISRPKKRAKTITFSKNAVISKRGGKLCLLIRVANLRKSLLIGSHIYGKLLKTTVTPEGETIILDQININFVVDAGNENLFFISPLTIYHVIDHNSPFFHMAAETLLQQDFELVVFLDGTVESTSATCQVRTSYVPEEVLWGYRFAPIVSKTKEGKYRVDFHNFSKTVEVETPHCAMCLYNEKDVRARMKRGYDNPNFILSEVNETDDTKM
# STAT1 act: STAT1 signaling activation. NIH 3T3 STAT1-luciferase reporter, IFN-gamma, luminescence; 100% = IFN-gamma alone, no compound. activation (% of control), % at 5.5 µM. 200,000 tested, 2.6% active;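 active = activation above the screen-wide mean activation plus 3 SD, cut at about 130% in these data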;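 note: raw ratio to IFN-gamma control signal so 100% means no change and 0% no light; values of inactives mirror those of a sister screen read the other way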
# FLuc inh counter: counter-screen for luciferase assay inhibitors: firefly luciferase inhibition. P08659. ATPLite firefly luciferase biochemical luminescence, 10 min. inhibition, % at 10 µM. 200,000 tested, 1.5% active. AID 1006;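 active = inhibition above about 50% when tested at 10 µM, limit read from the data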
# STAT3 act: increases IL-6 driven STAT3 reporter signal; U3A cells, IL-6 STAT3-luciferase reporter, luminescence; 100% = signal with IL-6 EC80 alone; activation (% of control), % at 5.6 µM; 190,000 tested, 0.91% active; AID 871;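 active = activation above the screen-wide mean of compound activation plus 3 SD, cut at about 130% in these data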;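 note: 0% = background luminescence of wells with medium and substrate only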
#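 Material: human U3A cells carrying STAT3-luciferase construct. Measured by: reporter luminescence signal. Timing: compound 1 h, then IL-6 6 h at 37 °C.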
# APP transl inh: APP translation inhibition; inhibition, % at 2 µM; SH-SY5Y APP 5'UTR-luciferase reporter, luminescence; 190,000 tested, 0.82% active; AID 1285;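 active = inhibition above a set limit, derived from the sample mean plus 3 SD, cut at about 45% in these data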; note: values of inactives mirror those of a sister screen read the other way
# * marks the source's active call; other numbers are inactive results; nt = no result given.
SMILES,FLuc stim CS,STAT3 blocker,APP 5'UTR act,NF-kB neuron act,STAT1 blocker,ROMK primary,STAT1 act,FLuc inh counter,STAT3 act,APP transl inh
CN(C)S(=O)(=O)c1ccc(N2CCCC2)c(C(=O)Nc2nc(-c3ccc(F)c(F)c3)cs2)c1,1.1,12,27,1.1,1,-0.26,99,-6,91,-27
O=C(NCc1cccnc1)c1ccc(COc2ccc(Cl)cc2Cl)o1,1,-13,20,1.2,9,-0.13,91,-4,118,-20
CC1CCCCN1Cc1nc2c(c(=O)n(C)c(=O)n2C)n1Cc1c(F)cccc1Cl (configuration not stated),1,nt,12,1.2,2,nt,97,-4,nt,-12
Cc1ccc(C(=O)N(CC(=O)NC2CCCC2)c2ccc3c(c2)OCCO3)s1,1.1,2,-11,1.1,-2,-0.65,102,-7,105,11
CC(C)N(C)CCOC(=O)c1ccc2c(c1)OCCO2,1.1,-8,20,1.2,-3,nt,102,-6,109,-20
CCNc1nc(NCC)n2c(SCC(=O)Nc3ccc(F)cc3[N+](=O)[O-])nnc2n1,1,-1,13,0.96,-2,2.2,101,-1,105,-13
Cc1ccccc1Nc1c(-c2ccncc2)nc2ccc(Br)cn12,1.1,-8,3,0.6,-1,-2.3,101,-8,104,-3
O=S(=O)(Cc1cc(Sc2ccc(Cl)cc2)nc(-c2ccccc2)n1)c1ccccc1,1,5,-10,1.1,13,-1.7,88,-4,101,10
O=C(c1ccco1)N1CCN(C(=O)c2cc(-c3ccccn3)nc3ccc(Cl)cc23)CC1,0.9,-38,5,0.47,-1,-1,101,9,135*,-5
On1c(-c2ccccc2Cl)nc2ccccc21,1.1,9,-6,1.3,-2,0.89,102,-5,99,6
COc1ccc(NC(=O)C2CCCCN2S(=O)(=O)c2ccc(F)cc2)cc1 (configuration not stated),1,-7,18,0.93,1,nt,99,0,110,-18
NS(=O)(=O)c1ccc(N=Nc2c(-c3ccccc3)[nH]n(-c3nc(-c4ccccc4)cs3)c2=O)cc1,1.1,21,21,0.27,3,nt,97,-5,85,-21

# Compound profiles, from the list above. Values in the order: FLuc stim CS, STAT3 blocker, APP 5'UTR act, NF-kB neuron act, STAT1 blocker, ROMK primary, STAT1 act, FLuc inh counter, STAT3 act, APP transl inh
# COc1ccc(NC(=O)C2CCCCN2S(=O)(=O)c2ccc(F)cc2)cc1 (configuration not stated) reads 1, -7, 18, 0.93, 1, nt, 99, 0, 110, -18
# NS(=O)(=O)c1ccc(N=Nc2c(-c3ccccc3)[nH]n(-c3nc(-c4ccccc4)cs3)c2=O)cc1 reads 1.1, 21, 21, 0.27, 3, nt, 97, -5, 85, -21
# Cc1ccc(C(=O)N(CC(=O)NC2CCCC2)c2ccc3c(c2)OCCO3)s1 reads 1.1, 2, -11, 1.1, -2, -0.65, 102, -7, 105, 11
# CN(C)S(=O)(=O)c1ccc(N2CCCC2)c(C(=O)Nc2nc(-c3ccc(F)c(F)c3)cs2)c1 reads 1.1, 12, 27, 1.1, 1, -0.26, 99, -6, 91, -27
# O=S(=O)(Cc1cc(Sc2ccc(Cl)cc2)nc(-c2ccccc2)n1)c1ccccc1 reads 1, 5, -10, 1.1, 13, -1.7, 88, -4, 101, 10

# Additional structures
SMILES,FLuc stim CS,STAT3 blocker,APP 5'UTR act,NF-kB neuron act,STAT1 blocker,ROMK primary,STAT1 act,FLuc inh counter,STAT3 act,APP transl inh
Cc1ccc(-c2ccccc2[C@@H]2C[C@H]3CN(C)C(=O)[C@]34CCCN24)o1,1.1,-2,-1,0.84,-2,0.92,100,-7,106,1
Oc1cccc(CN2CCCCC2)c1,1.1,14,52,1.2,-3,-0.24,102,-5,92,-52
Cc1ccc(C(=S)N2CCN(Cc3ccccc3)CC2)s1,1,6,11,1.1,3,-0.99,97,2,101,-11
COc1ccc(C/C(N)=N/OC(=O)c2cccc([N+](=O)[O-])c2)cc1,1,12,-6,1.6,3,-1.8,97,-1,88,6
CN(Cc1ccccc1)C(=O)CC(c1ccccc1)c1cc(Cl)ccc1O (configuration not stated),1,10,15,0.88,4,0.055,97,-3,96,-15
CCOC1(c2ccccc2)OC(=O)c2ccccc21 (configuration not stated),1,21,-1,1.1,-1,1,101,-3,85,1
COc1ccccc1-n1c(CNC(=O)c2ccco2)nnc1SCC(=O)Nc1nccs1,1,9,6,1.1,-6,nt,105,-2,97,-6
Cc1ccc(N2C(=O)CC3(CC4C=CC3C4)C2=O)cc1 (configuration not stated),1,20,-11,1.2,-2,-0.43,102,-1,88,11
COc1ccc(S(=O)(=O)N2C3CCC2CC(NC(=O)NC2CCCCC2)C3)cc1 (configuration not stated),1,11,6,1.1,9,nt,92,-4,93,-6
COc1ccc(CCN(Cc2cc3cc(C)ccc3[nH]c2=O)C(C)=O)cc1OC,1.1,-2,-7,0.92,3,0.98,96,-8,103,7
CN(C)/C=N/c1ncn(-c2ncc(C(F)(F)F)cc2Cl)n1,0.7,-7,77,0.81,-36,0.074,133*,25,109,-77
N#C/C(=C\c1ccc(Sc2ccccc2)o1)c1nc2ccccc2[nH]1,0.8,-14,139*,1.7,-5,-0.58,107,22,109,-139
COC(=O)C1=C(C)N(C)C(C)=C(C(=O)OC)C1c1ccc(C(=O)OC)cc1,1,6,-3,0.98,1,nt,99,-2,100,3
COc1ccc(CCn2c(C)cc(C(=O)CCl)c2C)cc1OC,1.1,2,-1,0.13,8,-1.5,91,-11,100,0
O=C(CCSc1ccccc1)Nc1nc2c(s1)COc1ccccc1-2,1,22,-8,1.1,1,nt,99,-5,86,8
CCOC(=O)Cc1csc(NC(=O)Cc2ccc([N+](=O)[O-])cc2)n1,1,8,1,1.3,-4,0.28,104,-1,96,-1
COc1cc(C(=O)N/C(=C\c2cn(C)c3ccccc23)C(=O)NCCCO)cc(OC)c1OC,1,12,8,1,1,1.5,97,-3,96,-8
Nc1sccc1C(=O)c1ccccc1,1.1,-6,-2,0.96,3,0.22,97,-5,105,2
O=C(NC1CCCC1)c1cccc(Cl)c1,1,2,0,1.5,4,0.51,95,-1,106,0
N#Cc1ccccc1NC(=O)COC(=O)c1ccc(S(=O)(=O)N2CCCC2)cc1,1.1,2,18,1.2,-4,nt,104,-8,104,-18
COc1cc(C#CC#CCN2CCCCC2)ccc1O,1,9,9,2.8,-4,nt,104,4,100,-10
CCOc1ccc(-c2[nH]nc3c2C(c2cccnc2)C(C#N)=C(N)O3)cc1 (configuration not stated),1,3,5,1,5,0.75,95,2,100,-5
CCCc1[nH]n(-c2ccc(F)cc2)c(=O)c1C=NCC1CCCO1 (configuration not stated),1.1,nt,-18,1.1,-7,nt,105,-6,nt,18
CC(=O)c1cccc(NC(=O)Nc2ccc(C(=O)N3CCOCC3)cc2)c1,0.8,7,2,0.95,8,0.91,92,24,95,-2
CN(CC(=O)Nc1cccnc1)S(=O)(=O)c1cc(Cl)ccc1Cl,1,5,11,1.1,3,nt,98,0,98,-11
Cc1cc(C)c(NC(=S)N(CCc2ccncc2)C(C)C)c(C)c1,1,-1,57,1.2,2,0.81,98,0,103,-57
O=C(CSc1ccc2nnc(-c3cccnc3)n2n1)NCC1CCCO1 (configuration not stated),1.1,-2,2,1.1,5,nt,96,-8,102,-2
Cc1ccc2nc(NC(=O)CSc3nncc(=O)n3N)sc2c1,1,23,43,2.9,-4,0.55,104,1,83,-44
Cc1ccc(C(=O)CNc2ccc(Br)cc2)cc1,1,26,32,1.4,-3,nt,102,1,83,-32
Clc1ncccc1-c1nnn(-c2ccccc2Br)n1,0.9,nt,6,1.7,-21,nt,121,13,nt,-6
CC1=C(C(=O)Nc2ccccn2)C(c2ccc(Cl)cc2)NC(=S)N1 (configuration not stated),1,5,46,1.8,-17,0.028,114,-1,98,-46
CC(=O)c1ccc(N/C=C\C(=O)c2ccc(C)cc2)cc1,0.8,10,127,1,-54,0.29,148*,17,94,-127
O=C(O)CCN1C(=O)c2ccc(NC(=O)c3cccs3)cc2C1=O,1.1,0,-6,1.1,0,nt,100,-8,103,6
CC1CC(C)(C)N(C(=O)CN2C(=O)c3ccccc3C2=O)c2ccccc21 (configuration not stated),1.1,7,7,0.88,9,nt,92,-6,95,-7
CCc1ccc(NC(=O)Cc2c(C(=O)O)n(C)c3ccccc23)cc1,1,5,4,1.1,1,0.51,98,-1,98,-4
CCCCCn1c(=O)[nH]c2cc(C(=O)NCCN(CC)CC)ccc2c1=O,1.1,4,-19,0.93,0,nt,100,-7,102,19
CC(C)Cn1c(N)c(C(=O)COC(=O)CCc2nc3ccccc3s2)c(=O)n(C)c1=O,1.1,70*,-8,0.82,25,-2.7,76,-6,41,8
CN(N=Nc1ccc([N+](=O)[O-])cc1)c1ccccc1,0.9,24,52,2.8,-44,nt,139*,5,83,-52
O=C(O)c1cc(-c2ccc(N3CCOCC3)cc2)nn1-c1ccc(F)cc1,1,14,2,1,6,nt,95,-2,92,-2
C=CCS(=O)(=O)c1nc2ccccc2s1,1,-6,14,1.3,17,nt,84,0,106,-14
CCc1cc(-c2nc(N)ncc2-c2csc(C)n2)c(O)cc1OC,1,8,11,0.79,4,1.9,95,-4,103,-11
COc1ccc(C2C(C(=O)OC3CCCCC3)=C(C)Nc3nnnn32)c(OC)c1OC (configuration not stated),1.1,2,7,1.4,-16,-1.6,115,-6,101,-7
Cc1nc2ccc(Cl)cc2c(-c2ccccc2Cl)c1CC(=O)O,1.1,-8,0,1,3,-0.044,97,-7,105,0
CN1CCN(c2ccccc2NC(=O)c2cccc([N+](=O)[O-])c2)CC1,1.1,5,5,nt,-3,-0.59,103,-6,101,-5
COc1cccc(OC)c1C(=O)NC(=S)N1CCN(c2ccc(C(F)(F)F)cc2[N+](=O)[O-])CC1,1.1,21,-4,0.89,1,nt,99,-8,91,4
c1ccc(Cn2c(CNc3nc4ccccc4n3CCN3CCCCC3)nc3ccccc32)cc1,1.1,-14,5,0.81,-1,nt,101,-6,114,-5
Cc1ccc2nsnc2c1NC(=O)c1cccc([N+](=O)[O-])c1,1,-5,-3,0.83,1,nt,99,-4,107,3
COc1ccccc1C(=O)Nc1cc2cc(Cl)ccc2oc1=O,0.9,-27,1,1.2,8,nt,93,7,128,-1
Cc1ccc(OCCn2cc(/C(N)=N/O)c3ccccc32)cc1C,1,-1,2,1.1,-10,-0.16,109,-1,103,-2
CCn1cnc2cc([N+](=O)[O-])ccc21,1,3,21,1,-8,-0.02,106,-4,98,-21
COc1ccc2cc(CO)c(Cl)nc2c1,1,1,-1,1.8,-15,0.0059,114,-1,99,1
Cc1c(/C=C(\C#N)c2nn(-c3ccccc3)c(N)c2C#N)c2ccccc2n1Cc1ccc(F)cc1,1.1,-8,-9,1.1,6,-1.9,94,-5,113,9
CN1N=C(C(=O)N2CCCC(C(=O)c3cccc(C(F)(F)F)c3)C2)CCC1=O (configuration not stated),1,2,-6,1.2,-7,-0.11,105,-3,102,6
